High-throughput results: PubChem, National Center for Advancing Translational Sciences (NCATS)
RGS4 inhibitor – Inhibitors of Regulator of G Protein Signaling (RGS) 4: qHTS. Regulator of G-protein signaling 4 (Homo sapiens), P49798. Transcreener GDP fluorescence polarization, RGS4-accelerated GTP hydrolysis. Potency, µM (top dose mostly 114 µM), inactives show at the top dose activity change, negative = inhibition, actives largely listed as inhibitors. 0.039% of 390,000 active. AID 504845, 2011; also: potency is read from the fitted curve at half-maximal effect; % is scaled to controls: 0 for no effect and ±100 for the full control effect; nearly all actives have a fitted effect of over 75% in size; some results filed as inactive show a strong effect at the top dose
Target sequence (P49798 whole entry, looked up): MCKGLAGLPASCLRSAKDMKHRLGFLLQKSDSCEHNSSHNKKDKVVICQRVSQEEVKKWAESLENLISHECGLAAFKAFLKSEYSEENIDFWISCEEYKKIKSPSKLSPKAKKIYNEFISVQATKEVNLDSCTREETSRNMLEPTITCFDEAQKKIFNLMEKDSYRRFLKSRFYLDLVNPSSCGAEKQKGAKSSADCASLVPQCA
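MLSMR compounds (23 nl, pin-transferred) preincubated 10 min at room temperature with a 500nM (2x) first reagent, then RGS4 at 900nM (2x) plus Transcreener GDP mix added; fluorescence polarization (620/688 nm) read before and after 90 min at 30 °C.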
TrxR1 substrate – qHTS Assay for Substrates of Mammalian Selenoprotein Thioredoxin Reductase 1 (TrxR1): qHTS. purified TrxR1 substrate turnover, NADPH consumption readout. Thioredoxin reductase 1, cytoplasmic (Rattus norvegicus), O89049. Potency, µM (highest dose often 114 µM), for inactives: at the highest dose activity change, negative = substrate turnover. 0.01% of 390,000 active; also: potency is read from the fitted curve at half-maximal effect; % is scaled to controls: 0 for no effect and ±100 for the full control effect; nearly all actives have a fitted effect of over 50% in size
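Rat TrxR1, dispensed at 90 nM, was prereduced with 400 uM NADPH (final) for 5 min at ~22 deg C, then incubated with compound 15 min before 400 uM selenite. A first-read NADPH fluorescence drop versus no-compound background flagged substrates.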
IDH1 R132H inh – qHTS for Inhibitors of mutant isocitrate dehydrogenase 1 (IDH1): qHTS; IDH1-R132H enzyme, NADPH consumption, diaphorase/resazurin fluorescence; Potency, µM (titrated, usually from 76.6 µM), for inactives: at the highest dose activity change, negative = inhibition, hits mostly inhibitors; 0.093% of 390,000 active; AID 602179, 2012; also: potency is read from the fitted curve at half-maximal effect; % is scaled to controls: 0 for no effect and ±100 for the full control effect; nearly all actives have a fitted effect of over 65% in size
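IDH1-R132H (0.5 ug/mL) preincubated 30 min with compound, then NADPH (0.016 mM) and alpha-KG (2 mM) added; 80 min at RT, pH 7.5. Remaining NADPH coupled via diaphorase/resazurin to fluorescence (540/590 nm); concentration-response curves normalized to no-enzyme control.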
Vif-APOBEC3F blk – qHTS for Inhibitors of Vif-A3F Interactions: qHTS; HeLa A3F-eYFP + Vif (tagged APOBEC3F with the HIV-1 protein that degrades it), YFP fluorescence increase; Potency, µM (top dose mostly 46.1 µM), without a hit: at the top dose activity, negative = active; 0.2% of 390,000 active; also: potency is read from the fitted curve at half-maximal effect; % of control where 0% means no effect; nearly all actives have a fitted effect of over 65% in size
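HeLa cells stably expressing A3F-eYFP plus Vif, plated and incubated overnight at 37 deg C, then exposed to compounds overnight at 37 deg C. Blocked degradation read as raised yellow fluorescence (Ex 488/Em 500-530).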
GRP78 ERSR act – qHTS for Inducers of the Endoplasmic Reticulum Stress Response (ERSR) in Human Glioma: qHTS. U87-MG GRP78 promoter luciferase reporter, 16 h. Potency, µM, inactives show at the highest dose activation, hits mostly activators. 0.02% of 420,000 active; also: potency is read from the fitted curve at half-maximal effect; series mostly up to about 76 µM; % of control where 0% means no effect; nearly all actives have a fitted effect of over 35% in size
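Stably transfected U87-MG human glioma cells carrying a GRP78-based luminescent sensor were seeded at 1000 cells/well, pin-dosed with compounds and incubated 16 h. Luciferase reagent was then added, and end-point luminescence was read after 10 min at room temperature.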
USP1-UAF1 inh – Inhibitors of USP1/UAF1: Primary Screen | Ubiquitin carboxyl-terminal hydrolase 1 (Homo sapiens), O94782 | recombinant USP1/UAF1, Ub-Rhodamine cleavage fluorescence | Potency, µM (titrated, usually from 57.1 µM), without a hit: at the highest dose activity change, negative = inhibition, most hits filed as inhibitors | 0.23% of 390,000 active | AID 743255, 2014; also: potency is read from the fitted curve at half-maximal effect; % is scaled to controls: 0 for no effect and ±100 for the full control effect; nearly all actives have a fitted effect of over 60% in size; inactives centre near -12
Target sequence (O94782 whole entry, looked up): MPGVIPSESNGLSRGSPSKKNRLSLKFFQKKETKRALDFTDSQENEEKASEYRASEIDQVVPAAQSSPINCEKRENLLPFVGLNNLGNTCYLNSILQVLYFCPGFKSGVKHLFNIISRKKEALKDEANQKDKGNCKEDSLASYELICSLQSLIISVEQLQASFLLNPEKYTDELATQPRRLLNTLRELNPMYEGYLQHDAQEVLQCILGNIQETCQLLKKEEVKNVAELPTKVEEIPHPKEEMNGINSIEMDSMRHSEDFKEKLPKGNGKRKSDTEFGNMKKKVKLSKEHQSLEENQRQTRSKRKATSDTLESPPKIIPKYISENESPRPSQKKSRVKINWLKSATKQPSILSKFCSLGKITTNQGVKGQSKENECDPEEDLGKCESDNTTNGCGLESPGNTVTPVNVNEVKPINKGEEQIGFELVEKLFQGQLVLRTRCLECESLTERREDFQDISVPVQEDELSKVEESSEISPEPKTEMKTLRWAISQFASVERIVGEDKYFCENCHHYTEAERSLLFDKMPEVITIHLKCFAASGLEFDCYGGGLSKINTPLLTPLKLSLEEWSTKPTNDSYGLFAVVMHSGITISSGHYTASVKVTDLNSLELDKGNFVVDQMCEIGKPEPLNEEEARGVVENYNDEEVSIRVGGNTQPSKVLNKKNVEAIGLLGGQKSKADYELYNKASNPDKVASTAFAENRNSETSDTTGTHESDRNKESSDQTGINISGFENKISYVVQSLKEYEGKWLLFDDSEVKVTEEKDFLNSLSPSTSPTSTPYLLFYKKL
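High-throughput fluorogenic screen: 1nM USP1/UAF1 complex, Ub-Rho substrate 150nM final, 50mM HEPES pH 7.8 with 0.5mM EDTA, 0.1 mg/ml BSA, 1mM TCEP and 0.01% Tween-20.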
Vif-A3G inh – qHTS for Inhibitors of Vif-A3G Interactions: qHTS. DNA dC->dU-editing enzyme APOBEC-3G (Homo sapiens), Q9HC16. HeLa A3G-eYFP + Vif (tagged APOBEC3G with the HIV-1 protein that degrades it), YFP fluorescence, overnight. Potency, µM (top dose mostly 46.1 µM), for inactives: top-dose activity, negative = active, actives largely listed as inhibitors. 0.076% of 410,000 active. AID 602310, 2012;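 also: potency is read from the fitted curve at half-maximal effect; % is scaled to controls: 0 for no effect and ±100 for the full control effect; nearly all actives have a fitted effect of over 60% in size; hits raise eYFP signal because A3G escapes Vif-driven loss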
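HeLa cells stably expressing Vif and C-terminally eYFP-tagged A3G, seeded overnight at 37 deg C, then exposed to compound by pintool overnight at 37 deg C. Rise in yellow fluorescence (Ex 488/Em 500-530, Acumen) marks blocked Vif-driven A3G degradation.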
LDHA block – qHTS assay for inhibitors of human lactate dehydrogenase; L-lactate dehydrogenase A chain (Homo sapiens), P00338; purified LDHA, NADH/diaphorase-resazurin fluorescence; stronger effect = lower value; activity change, % (values are at about 110 or 230 µM); 0.15% of 480,000 active; in the data active = activity change below about -30%; inconclusive = mostly about -25% to -30%;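 also: plate controls were DMSO wells for no effect and wells without enzyme for full effect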
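Human LDH5 (2 nM) was incubated with 0.06 mM NADH and 0.2 mM pyruvate for 5 min at room temperature in Tris pH 7.4. Remaining NADH was coupled through diaphorase/resazurin, and resorufin fluorescence was read at 0 and 20 min.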
rTrxR1 inhibitor – qHTS Assay for Inhibitors of Mammalian Selenoprotein Thioredoxin Reductase 1 (TrxR1): qHTS. Thioredoxin reductase 1, cytoplasmic (Rattus norvegicus), O89049. 1% of 390,000 active. recombinant rTrxR1, NADPH fluorescence consumption, selenite substrate. Potency, µM (series often up to 114 µM), for the others: at the top dose activity change, negative = inhibition, most hits filed as inhibitors. AID 588453, 2011; also: potency is read from the fitted curve at half-maximal effect; % is scaled to controls: 0 for no effect and ±100 for the full control effect; nearly all actives have a fitted effect of over 65% in size
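Rat TrxR1 (90 nM in the dispensed reagent) was pre-reduced with 400 uM NADPH for 5 min at room temperature, then incubated with compound for 15 min. After 400 uM selenite was added, NADPH fluorescence (Ex 340/Em 450 nm) was followed for 8 min.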
The depositor's hits bear a star; ? = inconclusive; / = not tested or not shown; & = joins results of further samples; [ ] = another dose, or the depositor's remark. Unless noted, calls follow the shape of the dose curve; as a rule, active = well fitted curve in the direction sought with a large enough effect; inconclusive = small, poorly fitted or top-dose-only effect, or another doubt; inactive = no such curve, though single readings can be large; an effect the other way counts as inactive or inconclusive. The list is partial; rates above refer to the full screens.

Every second line gives: RGS4 inhibitor | TrxR1 substrate | IDH1 R132H inh | Vif-APOBEC3F blk | GRP78 ERSR act | USP1-UAF1 inh | Vif-A3G inh | LDHA block | rTrxR1 inhibitor
O=C(C1CCC1)N1CCN(S(=O)(=O)c2ccccc2)CC1
    10% | -2% | -2% | -13% | 1% | 7% | 0% | 0 | 5%
c1ccc(Cn2nc(-c3ccccc3)nc2-c2ccccc2)cc1
    -9% | 17% | 0% | 8% | 2% | -22% | -6% | 1 | 43%[0.0914 µM]
COc1ccc2cc3cc(C(=O)N4CCN(Cc5ccc6c(c5)OCO6)CC4)oc3nc2c1
    -11% | 107%[activator] | 3% | 0% | 1% | -7% | 2% | -3 | -1%
O=C(NCCN1CCCC(O)C1)c1cc(COc2cccc(C(F)(F)F)c2)on1 (stereo not given)
    / | / | 10% | -5% | -4% | -22% | 5% | 0 | /
Cc1c(NC(=O)CCc2ccccc2)cccc1[N+](=O)[O-]
    -24% | 3%[57.1 µM] | 7% | 3% | -4% | -14% | 1% | -2 | 18%[57.1 µM]
CC1CCN(C(=O)C(Cc2ccccc2)n2cccc2)CC1 (stereo not given)
    5% | -2%[57.1 µM] | 3% | -3% | -1% | -4% | -1% | 1 | -4%[57.1 µM]
CCOC(=O)Cn1c(=O)n(-c2cccc(Cl)c2)c2nc(-c3ccccc3Cl)nc(C(N)=O)c21
    -4% | -2%[57.1 µM] | -11% | -5% | -3% | -25% | -4% | 3 | 5%[57.1 µM]
N#Cc1cccc(NC(=O)Cn2cnc(S(=O)(=O)N3CCCC3)c2)c1
    32% | 1% | -3% | -24% | -5% | -12% | -1% | -10 | 18%
CC(C)C(=O)c1cn(CC(=O)NCc2ccc3c(c2)OCO3)c2ccccc12
    -11%[11.4 µM] | 5%[57.1 µM] | 2% | 5% | 2% | 3% | 0% | -2 | 5%
O=C(O)C1=C(C(=O)Nc2cc(C(F)(F)F)ccc2Cl)CCCC1
    -3% | -11% | 0% | ? | -4% | -8% | 5% | -2 | -17%
Cc1cc([N+](=O)[O-])nn1CC(=O)Nc1cc(F)ccc1F
    -21% | 1% | 4% | -17% | 7% | -24% | 2% | -4 | 7%
N#C/C(=C\c1ccc(C#N)cc1)C(=O)c1ccccc1
    ? | 1%[57.1 µM] | -12% | -18% | -4% | -15% | -5% | -3 | ?
CC(Oc1ccc2c(-c3ccccc3)cc(=O)oc2c1)C(=O)N[C@H](Cc1c[nH]c2ccccc12)C(=O)O (stereo not given in full)
    -7% | 1% | -9% | 9% | -1% | ? | -1% | -3 | 5%
COc1ccc(NC(=O)Cn2nc(C)c3nn(-c4ccc(Cl)cc4)c(C)c3c2=O)cc1
    -14% | 1%[57.1 µM] | 2% | -2% | -2% | 2% | 3% | -3 | 8%[57.1 µM]
COc1ccc(C(=O)C2CCCN(Cc3cccn3-c3ccccn3)C2)c(C)c1 (stereo not given)
    15% | 11%[57.1 µM] | -1% | -3% | -5% | -13% | 1% | -9 | 17%[57.1 µM]
CCC(/C=N/NC(=O)CCCCC(=O)N/N=C/C(CC)CC)CC
    21% | 1% | -7% | -2% | 0% | -17% | -9% | -10 | 9%
O=C(c1ccc(Cl)cc1)N(Cc1cccs1)C1CCS(=O)(=O)C1 (stereo not given)
    22% | -3% | 3% | / | -3% | -9% | 1% | -6 | 1%
O=C(c1ccccc1)N1CCCc2ccccc21
    -25% | 5%[11.4 µM] | -2% | 5% | -6% | -7% | 2% | -4 | -1%[11.4 µM]
CC(=O)Nc1ccc(NC(=O)c2ccc3c(c2)NC(=O)c2ccccc2S3)cc1
    ? | 9% | 12% | -5% | 1% | ? | -1% | 1 | 20%
COc1cc(/C=N/NC(=O)c2cccnc2)ccc1OC(=O)c1cc(OC)c(OC)c(OC)c1
    -40% | 1% | -5% | -16% | -5% | -1% | -2% | -7 | 7%

(more compounds)
Every second line gives: RGS4 inhibitor | TrxR1 substrate | IDH1 R132H inh | Vif-APOBEC3F blk | GRP78 ERSR act | USP1-UAF1 inh | Vif-A3G inh | LDHA block | rTrxR1 inhibitor
COc1ccc(CCNC(=O)C2CCCN2C(=O)Nc2ccc(Cl)cc2)cc1OC (stereo not given)
    -13% | -12% | -11% | 1% | -4% | -13% | 5% | -12 | -19%
O=C(NCc1ccc(F)cc1)NC(=O)c1ccc(Cl)cc1
    6% | 4% | -8% | -3% | -5% | -17% | 0% | -5 | 21%
C/C(=N\Nc1cccc([N+](=O)[O-])c1)c1ccccc1O
    -28% | 7% | 13% | ? | 1% | -20% | 1% | -10 | 19%[57.1 µM]
O=C1c2ccccc2C(=O)N1c1ccc(S(=O)(=O)N2CCOCC2)cc1
    3% | 8% | / | / | -3% | / | 1% | 0 | 17%
Cc1ccccc1-n1c(SCC(=O)N2CCCC2)nnc1-c1ccccn1
    17% | 4% | -9% | 0% | -2% | -2% | 2% | 0 | 10%
CC(OC(=O)CNC(=O)c1cccc(F)c1)C(=O)NC1CCCCC1C (stereo not given)
    16% | -11% | 0% | 1% | -3% | -9% | 0% | -4 | -6%
O=C(CNCCc1ccc(Cl)cc1)Nc1ccc(C(=O)N2CCCCC2)cc1
    14% | 0% | -2% | -8% | -3% | 6% | -8% | -17 | 0%
Cc1cc(C)n(CC(=O)NNC(=O)c2ccc(S(C)(=O)=O)cc2)n1
    6% | -2% | 6% | 1% | -2% | -1% | 2% | -2 | -2%
CCN(CCCNC(=O)Cn1ncc2c([nH]c3ccc(C)cc32)c1=O)c1cccc(C)c1
    10%&-9% | -2%&4% | -13%&-25% | -10%&1% | -6%&-2% | ? | 0%&5% | 2&3 | 9%&7%
C/C(=N\NC(=O)C(=O)Nc1ccc(C)c(Cl)c1)c1ccncc1
    -5% | 8%[57.1 µM] | 7% | 2% | -5% | -12% | 2% | -3 | 7%
CCC(=O)N1CCc2cc(Br)cc(S(=O)(=O)CCC(=O)Nc3cccc(C)c3C)c21
    2% | -1% | 10% | -23% | 1% | ? | -1% | 0 | 2%
Cc1ccc(NC(=O)C(C)N2C(=O)c3ccccc3C2=O)cc1 (stereo not given)
    -2% | -12%[11.4 µM] | -1% | 1% | -4% | -25% | 6% | -2 | 14%[11.4 µM]
COc1ccc2nc(NC(=O)CS(=O)(=O)Cc3ccccc3)sc2c1
    18% | 11% | -1% | -2% | -2% | -5% | 0% | -9 | 20%
COc1ccc(/C=N/NC(=O)CNC(=O)/C=C/c2ccco2)cc1OC
    -1% | 2% | 1% | 9% | -5% | -16% | 0% | 0 | 32µM*
O=C(c1cccs1)N1CCN(C23CC4CC(CC(C4)C2)C3)CC1
    10% | 11% | -13% | 1% | -3% | -4% | 1% | -1 | 38%[activator]
COc1ccc(NC(=O)CN(C)C(=O)C(NC(=O)c2ccco2)C(C)C)cc1 (stereo not given)
    -30% | 0% | -4% | -2% | -4% | 3% | 0% | -7 | 2%
Cc1ccc(N2CCN(S(=O)(=O)N(C)C)CC2)c(C)c1
    -5% | -1%[57.1 µM] | -4% | -8% | -4% | 2% | 3% | -6 | -4%[57.1 µM]
Cc1ccc(Cn2nnc3c(=O)n(CC(=O)N4CCCc5ccccc54)cnc32)cc1
    -6% | 9% | 3% | 0% | -4% | -3% | 1% | -5 | 33%
COc1ccc(C(CNC(=O)c2ccc(NS(=O)(=O)c3ccc(F)c(C)c3)cc2)N2CCCC2)cc1 (stereo not given)
    -5% | 1% | 7% | -10% | -2% | -20% | 4% | -2 | 9%
CCCN1CCN(C(=O)c2cc(COc3ccc4ncccc4c3)on2)CC1
    7%[11.4 µM] | -3% | 14% | 3% | -2% | -4% | 2% | 1 | -2%

Compound profiles (already shown):
COc1ccc(/C=N/NC(=O)CNC(=O)/C=C/c2ccco2)cc1OC as listed: RGS4 inhibitor = -1%; TrxR1 substrate = 2%; IDH1 R132H inh = 1%; Vif-APOBEC3F blk = 9%; GRP78 ERSR act = -5%; USP1-UAF1 inh = -16%; Vif-A3G inh = 0%; LDHA block = 0; rTrxR1 inhibitor = 32µM*
CCN(CCCNC(=O)Cn1ncc2c([nH]c3ccc(C)cc32)c1=O)c1cccc(C)c1 as listed: RGS4 inhibitor = 10%&-9%; TrxR1 substrate = -2%&4%; IDH1 R132H inh = -13%&-25%; Vif-APOBEC3F blk = -10%&1%; GRP78 ERSR act = -6%&-2%; USP1-UAF1 inh = ?; Vif-A3G inh = 0%&5%; LDHA block = 2&3; rTrxR1 inhibitor = 9%&7%
